# ELG1 DNA repair: ELG1-dependent DNA repair inhibition | Potency, µM (highest dose often 46.1 µM), without a hit: at the top dose activity change, negative = inhibition, hits mostly inhibitors | hit rate 2.3% among 330,000 | AID 504467 | HEK293T ELG1-luciferase reporter, luminescence, 16 h; DNA damage induced by 5-fluorouridine; further: potency means the concentration at half of the fitted maximal effect; on the % scale 0 is the no-effect control and ±100 the full control effect; nearly all actives have a fitted effect of over 55% in size
#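 Overnight (16 hr) co-exposure of 2,000 cells/well to 5-fluorouridine and compound at 37 °C preceded detection. Luciferase was quantified via ONE-Glo luminescence; loss of signal denotes inhibition.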
# Mito fusion yeast: blocks mitochondrial division or promotes mitochondrial fusion; AID 485298; Potency, µM (highest dose often 46.1 µM), for the others: at the top dose growth rescue (activation), actives largely listed as activators; S. cerevisiae fusion-defective mutant growth rescue, CellTiterGlo 48 h; hit rate 0.23% among 320,000;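 further: potency means the concentration at half of the fitted maximal effect; % of control where 0% means no effect; nearly all actives have a fitted effect of over 45% in size; temperature-sensitive fusion mutants such as fzo1-1 at 37 °C on non-fermentable ethanol glycerol medium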
#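 Luminescent cell viability in 1536-well qHTS format served as the measure of rescued growth in ts fusion-mutant S. cerevisiae cultured on non-fermentable YPEG for 48 hours at 37C.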
# USP2a inh: USP2a (human) protease inhibition. hit rate 0.01% among 330,000. USP2 core, Ub-CHOP2 coupled fluorogenic reporter, 485/531. O75604. AID 463254. Potency, µM (highest dose often 38.3 µM), for the others: at the highest dose activity change, negative = inhibition, most hits filed as inhibitors;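 further: potency means the concentration at half of the fitted maximal effect; plate controls were DMSO wells for no effect and full inhibition by NEM control for full effect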
#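 Cell-free coupled assay: 10nM USP2 core preincubated 30min RT with compound in Tris-HCl pH 8.0/CaCl2/CHAPS buffer, then 25nM Ub-CHOP2 and 25nM reporter substrate; fluorescence (Ex 485/Em 531) read after 60min RT, normalized to NEM inhibition, concentration-response curves fitted.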
# TCR act: activates T cell receptor signaling; 330,000 tested, under 10 active; Potency, µM (titrated, usually from 9.22 µM), without a hit: at the highest dose activation of IL-2 secretion, usual class: activators; primary human leukocytes, anti-CD3, IL-2 HTRF, 48 h; further: % of control where 0% means no effect
#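 Primary human leukocytes incubated 48 hr with anti-CD3 beads plus compound, without co-stimulation. Secreted IL-2 measured by HTRF (europium cryptate/d2 anti-IL-2 pair, 320 nm excitation, 665 nm emission).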
# TRPV1 agonist: activates the human vanilloid receptor TRPV1. hit rate 0.19% among 320,000. TRPV1-expressing cells, Fluo-8 calcium influx, agonist mode. activation, % at 8.33 µM; in the data active means activation above about 80%; inconclusive means between about 30% and that limit; further: 0% is about no effect
#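 TRPV1-expressing cells were cultured overnight at 35.5C and loaded with Fluo-8 calcium dye for 40 to 90 min at room temperature. After a 10 s baseline, compound was added and calcium influx was read kinetically for 3 min (ex 480/em 520 nm).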
# TSHR antagonist: blocks TSH signaling through the human TSH receptor. TSHR-expressing cells, TSH-stimulated cAMP HTRF, 2 h; hits give low values. activity change, negative = inhibition, % at 11.5 µM. AID 504810. hit rate 0.2% among 330,000. P16473;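 active means activity change below a set negative limit, meaning inhibition stronger than a set level, cut at about -70% in these data; inconclusive means activity change between two set negative limits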; further: on the % scale 0 is the no-effect control and ±100 the full control effect
#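 Antagonism was scored as loss of TSH-driven cAMP in TSHR cells, stimulated with 4nM TSH (EC80) for 2 hours at 37 deg C and detected by homogeneous HTRF competition immunoassay.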
# A-T KAP1 phos: potential ataxia-telangiectasia treatment; AID 485349; hit rate 0.19% among 320,000; […] A-T fibroblasts, KAP-1 phosphorylation AlphaLISA; neocarzinostatin DNA damage 30 min before lysis; Potency, µM (highest dose often 57.5 µM), without a hit: top-dose activation, most hits filed as activators; further: potency means the concentration at half of the fitted maximal effect; % of control where 0% means no effect; nearly all actives have a fitted effect of over 45% in size
#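 hTERT-immortalized A-T patient fibroblasts ([…]), 500 cells/well in OPTI-MEM, 1% FBS, got compounds for 60 min, then NCS for 30 min at 37C. Lysates were then assayed for phospho-KAP-1 by AlphaLISA (anti-pKAP1 donor, anti-KAP1 acceptor beads), 6 hr at 25C.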
# hERG WT inh: blocks the wildtype human KCNH2 potassium channel. Q12809. U2OS, BacMam KCNH2, thallium flux FluxOr; hits give low values. activity change, % at 1.84 µM. hit rate 0.37% among 340,000. AID 720551;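 active means maximum activity change below -70%; inconclusive means maximum activity change between -70% and -50%; inactive means maximum activity change above -50%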; further: on the % scale 0 is the no-effect control and ±100 the full control effect
# Target sequence (Q12809 whole entry, looked up): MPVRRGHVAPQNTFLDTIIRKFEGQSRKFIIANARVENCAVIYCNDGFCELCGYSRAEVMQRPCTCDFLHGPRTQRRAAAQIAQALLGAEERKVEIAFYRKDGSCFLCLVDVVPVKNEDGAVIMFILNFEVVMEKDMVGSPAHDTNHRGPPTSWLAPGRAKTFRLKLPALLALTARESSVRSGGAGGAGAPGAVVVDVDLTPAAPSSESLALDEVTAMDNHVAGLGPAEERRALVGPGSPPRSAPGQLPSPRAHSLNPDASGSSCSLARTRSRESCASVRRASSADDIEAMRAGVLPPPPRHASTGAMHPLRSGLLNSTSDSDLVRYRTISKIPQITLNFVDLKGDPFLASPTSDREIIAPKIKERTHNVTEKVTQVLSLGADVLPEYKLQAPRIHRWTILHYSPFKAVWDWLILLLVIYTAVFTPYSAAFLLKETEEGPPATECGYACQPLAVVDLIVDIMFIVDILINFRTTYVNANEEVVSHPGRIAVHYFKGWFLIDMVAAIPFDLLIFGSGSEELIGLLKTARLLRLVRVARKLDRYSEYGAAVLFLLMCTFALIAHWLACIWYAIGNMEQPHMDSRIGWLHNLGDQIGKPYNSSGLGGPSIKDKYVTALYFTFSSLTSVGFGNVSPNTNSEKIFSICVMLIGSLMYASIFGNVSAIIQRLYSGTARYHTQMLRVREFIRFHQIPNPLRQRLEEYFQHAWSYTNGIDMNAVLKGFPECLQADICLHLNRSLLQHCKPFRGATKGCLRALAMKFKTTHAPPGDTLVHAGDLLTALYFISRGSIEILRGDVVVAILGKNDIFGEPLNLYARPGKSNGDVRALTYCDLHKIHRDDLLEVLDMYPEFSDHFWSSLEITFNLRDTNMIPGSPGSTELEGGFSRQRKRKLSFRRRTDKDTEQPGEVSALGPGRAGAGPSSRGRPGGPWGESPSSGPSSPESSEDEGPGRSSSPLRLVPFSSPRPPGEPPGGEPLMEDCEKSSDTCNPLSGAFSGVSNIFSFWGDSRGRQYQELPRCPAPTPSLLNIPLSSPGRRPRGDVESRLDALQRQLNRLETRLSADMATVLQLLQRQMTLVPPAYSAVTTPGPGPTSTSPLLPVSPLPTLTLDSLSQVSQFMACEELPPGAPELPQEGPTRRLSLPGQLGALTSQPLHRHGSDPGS
#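 U2OS cells were transduced with wild-type KCNH2 virus (2.03 x 10^8 / mL) for 4 h at room temperature, then cultured overnight at 37 C. Thallium flux was read with FluxOr dye. Rate constants were normalized to DMSO controls.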
# Eya2 inh: blocks the phosphatase activity of human Eya2; O00167; Potency, µM (top dose mostly 76.9 µM), without a hit: at the top dose activity, negative = inhibition, most hits filed as inhibitors; recombinant Eya2, OMFP fluorescence dephosphorylation (OMFP is methylfluorescein phosphate); hit rate 0.006% among 330,000; further: potency means the concentration at half of the fitted maximal effect; on the % scale 0 is the no-effect control and ±100 the full control effect
#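 Eya2 protein (added as 0.2 uM solution) was preincubated with compound for 10 min at ambient temperature in 50 mM HEPES pH 7.5, 50 mM NaCl, 5 uM MgCl2, 0.05% BSA, 1 mM DTT. OMFP (added at 50 uM) then reacted 10 min; fluorescence read at 485/525 nm.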
# KCNH2 3.1 block: inhibitors of human KCNH2 3.1 potassium channel isoform | AID 720553 | activity change, % (tested at about 1.8 µM) | hit rate 0.95% among 340,000 | U2OS KCNH2 3.1, thallium flux FluxOr; hits give low values;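 active means maximum activity change below -70%; inconclusive means maximum activity change from -70% to -50%; inactive means maximum activity change above -50%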;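 further: thallium influx rate constant from kinetic fluorescence after stimulation buffer; on the % scale 0 is the no-effect control and ±100 the full control effect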
#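 Normalized rate constant (relative to positive and negative DMSO controls) derived from a 2 min kinetic fluorescence read after stimulation; U2OS cells expressing the 3.1 isoform via virus at 1.77 x 10^8 /mL.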
# Active calls of the source: *; ? = inconclusive; . = no result given; & = joins results of further samples; [ ] = dose if it differs, or a comment. Unless noted, the call rests on the fitted dose curve; in most records, active means well fitted curve in the direction sought with a large enough effect; inconclusive means small, poorly fitted or top-dose-only effect, or another doubt; inactive means no such curve, though single readings can be large; an effect the other way counts as inactive or inconclusive. A portion of the library (hit frequency here may not be typical).
SMILES,ELG1 DNA repair,Mito fusion yeast,USP2a inh,TCR act,TRPV1 agonist,TSHR antagonist,A-T KAP1 phos,hERG WT inh,Eya2 inh,KCNH2 3.1 block
C=CCOc1ccc(Br)cc1CNCCO,12.5%,1.5%,1.5%,2.1%,-3.8,19.5,4.2%,6.3,-7.2%,13.0
CCOc1cc(CNc2ccc(CNc3ncn[nH]3)cc2)ccc1OCc1ccccc1,-29.3%,25.7%,-0.7%,3.4%,2.9,-3.9,5.3%,-4.6,-8.7%,-1.3
CCOC(=O)C1CCN(C(=O)COc2ccc(Cl)cc2Cl)CC1,0.1%,7.1%,3.1%,-1.9%,3.3,1.1,-1.5%,-0.4,7.0%,-15.4
CCCCCCCCCCCCCCCC[n+]1ccc(/C=N/O)cc1,?,-6.4%,-17.8%,1.8%[46.1 µM],-3.0,9.2,3.0%,-1.1,-29.6%,-30.7
Cc1ccc(N=Nc2cc(C)ccc2O)c(C)c1,?,-10.0%,6.0%,7.4%,-2.9,2.1,18.0%,2.6,-6.1%,7.8
Cc1cc(Br)c(NC(=O)CCNC(=O)OCc2ccccc2)cc1C,-12.1%,0.2%,-0.2%,0.5%,14.4,7.4,5.2%,1.9,-18.5%,3.1
O=c1c(-c2ccc(Cl)cc2)coc2c(CN3CCOCC3)c(O)ccc12,-7.6%,4.7%,1.9%,8.2%,-1.1,-2.0,-5.0%,1.3,-3.7%,-4.6
CC(C(=O)Nc1ccc2c(c1)OCO2)N(C)CC(=O)Nc1ccccc1Cl (centres undefined),?,.,0.9%,-22.5%,.,.,11.1%,-1.6,-8.7%,-4.2
COc1cc(OC)c2c(-c3cccc(-c4ccc(N(C)C)cc4)c3)cc(=O)oc2c1,?,.,-0.8%,-3.2%[46.1 µM],.,-2.1,7.6%,-11.1,-3.4%,-11.8
COc1cc(Br)cc2cc(C(=O)N3CCCCC3C)c(=O)oc12 (centres undefined),-0.5%,7.8%,1.1%,6.1%,-0.4,-2.2,4.3%,15.6,3.7%,22.9
Brc1ccccc1-c1nnc(CSc2nncn2-c2ccccc2)o1,5.6%,0.2%,-44.9%,.,-3.8,4.6,-6.2%,-1.3,10.6%,-5.7
CC(C)(C)[C@H]1COC(=O)[C@@H](Cc2ccc(F)cc2)CC/C=C/C[C@@H](CC(=O)N[C@H](CO)Cc2ccccc2)C(=O)N1,-11.6%,.,5.3%,-7.9%,.,-23.9,3.1%,24.5,-0.1%,-18.2
COCCCNC(=O)C(C)N1c2cccc3cccc(c23)S1(=O)=O (centres undefined),-0.3%,1.1%,-0.4%,1.7%,-1.1,20.8,-2.2%,-3.5,9.7%,0.2
CCN(CC(O)COCc1ccc(Cl)cc1)C1CCCCC1 (centres undefined),-15.1%,-6.3%,-6.0%,5.2%,5.6,-1.1,4.2%,19.4,?,5.7
CC1CCCC(C(=O)O)N1C(=O)CCSSCCC(=O)N1C(C)CCCC1C(=O)O (centres undefined),-3.8%,0.4%,0.9%,-3.7%,-8.4,1.4,.,-3.0,8.3%,-17.7
C=CCNCCCOc1ccc(Cl)cc1Br,21.9%,-6.1%,-5.9%,0.5%[46.1 µM],5.9,2.5,12.7%,-5.1,-1.8%,-2.6
Cc1ccc(CN2CCC(c3cc(-c4cccs4)n[nH]3)CC2)cc1,-9.3%,3.1%,-3.5%,1.7%,0.0,2.4,-2.4%,-71.5*,-27.8%,-113.2*
O=C(Nc1cccc(S(=O)(=O)N2CCOCC2)c1)C1COc2ccccc2O1 (centres undefined),12.9%,1.8%,1.1%,-1.5%,?,-10.4,6.7%,17.2,9.2%,16.7
COc1ccc(-c2csc(NC(=O)c3ccccc3Br)c2C(=O)O)cc1,8.4%,-11.4%,3.5%,-2.2%,-1.1,-14.4,-9.1%,-16.3,-8.7%,-20.2
CCOc1ccc(C(=O)NCC2(c3ccccc3)CCOCC2)cc1,?,-0.6%,3.3%,-1.7%,-1.1,-5.5,-0.3%,.,-3.3%,-8.9
Cc1ccc(NC(=O)C2CCCN2S(=O)(=O)c2ccc(-c3ccc(=O)[nH]n3)s2)c(C)c1 (centres undefined),-17.8%,2.0%,-0.8%,4.6%,7.3,-5.6,0.7%,27.1,-4.9%,16.7
Cc1cc(S(=O)(=O)NCCC2=CCCCC2)ccc1Br,11.3%,?,-4.6%,-3.2%,?,-27.6,17.7%,1.1,-40.3%,11.3
CCN(CC)c1nc(N)c2c(N)n(-c3ccccc3C)c(=S)c(C#N)c2c1C#N,9.3%,?,-5.2%,.,-0.6,14.8,6.4%,3.4,-0.4%,-1.7
COc1ccc(S(=O)(=O)NNC(=O)C2COc3ccccc3O2)cc1[N+](=O)[O-] (centres undefined),7.7%,-5.7%,2.6%,-0.7%,-3.5,2.3,1.9%,11.3,2.9%,12.5
CC1=C(C(N)=O)C(c2ccccc2)n2nc(-c3cccc(C)c3)nc2N1 (centres undefined),14.1%,0.2%,-0.8%,6.3%,-0.6,1.6,9.2%,19.2,-9.4%,9.2
COc1ccc(OCC(=O)N2c3ccc(C)cc3C3CN(C)CCC32)cc1 (centres undefined),11.9%,0.9%,2.2%,-2.0%,-2.0,-1.5,2.3%,6.5,6.9%,-2.7
CCn1nc(NC(=O)c2ccco2)c2cc3ccccc3nc21,?,2.4%,3.3%,.,21.7,2.5,23.2%,-18.1,7.4%[15.4 µM],-4.3
Cc1ccc2nc(N(CCCN(C)C)C(=O)c3cc4ccccc4oc3=O)sc2c1,?,-8.3%,0.7%,3.9%[46.1 µM],0.9,7.0,1.5%,-2.6,-9.7%,-3.0
COc1ccc(Cl)cc1NC(=S)NNC(=O)c1cccnc1,16.4%,-10.9%,0.6%,-21.0%,-3.1,-8.5,0.7%,-3.2,-3.4%,-6.1
CC1=CC(C)=Nc2ccccc2N1,?,-3.8%,0.1%,0.4%,13.3,11.7,.,3.5,-0.7%,-2.9
O=C(O)c1ccccc1NS(=O)(=O)c1ccc(NN=Cc2ccccc2F)c([N+](=O)[O-])c1,?,.,-3.0%,11.6%,.,-30.9,-7.5%,-19.8,-18.9%,-11.0
O=C(O)c1ccc(CS(=O)(=O)Cc2ccccc2F)o1,-10.3%,-23.7%,1.7%,-3.0%[46.1 µM],2.3,-0.2,0.9%,0.3,4.3%,2.9
Cc1c2cnn(-c3ccccc3)c(=O)c2c(C)n1CCCC(=O)N1CCN(C)CC1,-0.4%,-1.0%,-0.3%,2.8%,1.0,9.2,1.4%,1.0,-20.2%,-0.9
Cc1nc(C(=O)Nc2cccc(Cl)c2Cl)nn1-c1cc(OC(C)C)c(Cl)cc1Cl,-7.5%,-7.3%,-0.8%,-3.0%,.,3.6,-2.8%,1.3,23.3%,-1.1
C[C@@H]1CN([C@H](C)CO)C(=O)Cc2cc(NC(=O)Nc3ccccc3)ccc2O[C@@H]1CN(C)C(=O)Nc1ccc2c(c1)OCO2,-9.0%,.,1.5%,-0.7%,.,8.9,-7.5%,-0.1,-16.2%,19.2
O=C1Nc2ccccc2N(O)N1c1cc(-c2ccc(Cl)cc2)[nH]n1,-9.1%,-1.4%,1.4%,0.0%,1.1,5.1,1.7%,-6.1,1.8%,-4.4
O=C(CSCc1ccc(Cl)cc1)Nc1ccccc1O,-14.5%,0.0%,6.2%,-6.0%,26.8,-13.2,2.3%,2.3,2.8%,5.9
COc1ccc(C)cc1NC(=O)C(=O)NCc1ccncc1,-0.4%,-0.5%,3.5%,-0.9%,18.8,-7.0,2.3%,-6.6,-4.7%,18.4
Cc1cccc(N2C(=O)CN(Cc3sccc3C)C2=S)c1,5.5%,28.2%,2.9%,0.2%[46.1 µM],?,-0.9,7.8%,2.4,-11.0%,6.3
Cc1ccc(NC(=O)CCOc2ccccc2)c(C)c1,20.4%,-8.5%,6.5%,-2.0%,9.3,3.1,13.6%,7.2,?,2.3
CCN(CC)c1ccc(C=C(c2nnnn2-c2ccc(C)cc2)c2nnnn2-c2ccc(C)cc2)cc1,-2.2%,-0.1%,9.3%,-7.2%[46.1 µM],-2.2,-3.8,-4.9%,3.5,-8.2%,8.5
Cc1onc(-c2ccccc2)c1C(=O)N1CCCSC1=Nc1ccccc1,2.7%,-3.7%,0.0%,9.5%&-107.0%,-0.3,59.4,.,-2.6&2.8,-2.4%,-15.4&4.4
COc1ccc2c(c1)O[C@@]1(CCCC[C@@H]1C)CC2=O,27.6%,11.1%,2.4%,-2.6%,16.5,0.7,-0.4%,10.7,3.9%,6.4
N#C/C(=C/c1ccc(O)c([N+](=O)[O-])c1)C(=O)Nc1ccccc1,2.1%,?,0.2%,8.3%,1.9,-9.6,1.7%,-3.6,-13.0%,.
